Screens from PubChem.
Eya2 inh – Eya2 (human) phosphatase inhibition; Potency, µM (highest dose often 76.9 µM), inactives show at the top dose activity, negative = inhibition, actives largely listed as inhibitors; O00167; actives 0.006% (n = 330,000); AID 488837; recombinant Eya2, OMFP fluorescence dephosphorylation (OMFP is methylfluorescein phosphate); also: potency is read from the fitted curve at half-maximal effect; % is scaled to controls: 0 for no effect and ±100 for the full control effect
Target sequence (O00167 whole entry, looked up): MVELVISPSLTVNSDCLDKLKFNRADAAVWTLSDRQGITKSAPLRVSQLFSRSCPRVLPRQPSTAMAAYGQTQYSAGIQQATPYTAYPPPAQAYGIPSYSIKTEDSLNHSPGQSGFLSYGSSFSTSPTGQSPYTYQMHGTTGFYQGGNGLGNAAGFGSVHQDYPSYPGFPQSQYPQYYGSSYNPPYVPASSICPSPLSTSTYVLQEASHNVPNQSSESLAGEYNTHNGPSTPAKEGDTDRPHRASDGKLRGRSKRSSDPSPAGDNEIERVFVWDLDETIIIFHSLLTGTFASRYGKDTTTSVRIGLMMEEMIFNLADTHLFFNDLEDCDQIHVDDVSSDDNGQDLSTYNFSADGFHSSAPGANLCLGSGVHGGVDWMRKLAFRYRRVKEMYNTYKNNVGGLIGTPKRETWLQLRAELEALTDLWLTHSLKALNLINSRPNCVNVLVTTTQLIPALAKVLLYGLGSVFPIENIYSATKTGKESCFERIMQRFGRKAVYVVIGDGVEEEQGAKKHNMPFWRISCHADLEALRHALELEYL
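Eya2 protein (added as 0.2 uM solution) was preincubated with compound for 10 min at ambient temperature in 50 mM HEPES pH 7.5, 50 mM NaCl, 5 uM MgCl2, 0.05% BSA, 1 mM DTT. OMFP (added at 50 uM) then reacted 10 min; fluorescence read at 485/525 nm.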
USP2a inh – USP2a (human) protease inhibition | O75604 | USP2 core, Ub-CHOP2 coupled fluorogenic reporter, 485/531 | Potency, µM (top dose mostly 38.3 µM), for inactives: at the top dose activity change, negative = inhibition, usual class: inhibitors | actives 0.01% (n = 330,000);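 also: potency is read from the fitted curve at half-maximal effect; plate controls were DMSO wells for no effect and full inhibition by NEM control for full effect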
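Deubiquitinase activity read as fluorescence (485/531 nm) after Ub-CHOP2 cleavage activates the enterokinase reporter on its substrate; USP2 core 10nM, Ub-CHOP2 and substrate 25nM each, 30min compound preincubation then 60min RT; data normalized to NEM, curves fitted.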
KCNH2 3.1 inh – inhibitors of human KCNH2 3.1 potassium channel isoform | activity change, % (tested at about 1.8 µM) | actives 0.95% (n = 340,000) | U2OS KCNH2 3.1, thallium flux FluxOr; active compounds read low;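 active = maximum activity change below -70%; inconclusive = maximum activity change from -70% to -50%; inactive = maximum activity change above -50%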;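 also: thallium influx rate constant from kinetic fluorescence after stimulation buffer; % is scaled to controls: 0 for no effect and ±100 for the full control effect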
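Normalized rate constant (relative to positive and negative DMSO controls) derived from a 2 min kinetic fluorescence read after stimulation; U2OS cells expressing the 3.1 isoform via virus at 1.77 x 10^8 /mL.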
KCNH2 WT inh – blocks the wildtype human KCNH2 potassium channel | AID 720551 | actives 0.37% (n = 340,000) | U2OS, BacMam KCNH2, thallium flux FluxOr; active compounds read low | activity change, % at 1.84 µM;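 active = maximum activity change below -70%; inconclusive = maximum activity change between -70% and -50%; inactive = maximum activity change above -50%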; also: % is scaled to controls: 0 for no effect and ±100 for the full control effect
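U2OS cells transduced with wild-type KCNH2 virus are loaded with FluxOr dye for 45 min, and thallium flux is measured in kinetic reads before and after stimulation buffer. Rate constants are normalized to DMSO controls.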
ELG1 DNA repair – ELG1-dependent DNA repair inhibition. HEK293T ELG1-luciferase reporter, luminescence, 16 h; DNA damage induced by 5-fluorouridine. Potency, µM (doses to about 46.1 µM), for the others: at the top dose activity change, negative = inhibition, most hits filed as inhibitors. actives 2.3% (n = 330,000); also: potency is read from the fitted curve at half-maximal effect; % is scaled to controls: 0 for no effect and ±100 for the full control effect; nearly all actives have a fitted effect of over 55% in size
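5-Fluorouridine DNA damage + compound/DMSO, 2,000 cells/well, 16 h, 37 °C/5% CO2. ONE-Glo, 30 min RT, luminescence. Readout = decrease in reporter signal.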
TSHR antag – blocks TSH signaling through the human TSH receptor; P16473; TSHR-expressing cells, TSH-stimulated cAMP HTRF, 2 h; active compounds read low; activity change, negative = inhibition, % at 11.5 µM; actives 0.2% (n = 330,000); AID 504810;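 active = activity change below a set negative limit, meaning inhibition stronger than a set level, cut at about -70% in these data; inconclusive = activity change between two set negative limits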; also: % is scaled to controls: 0 for no effect and ±100 for the full control effect
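Inhibition of cAMP made by TSHR-expressing cells under TSH stimulation (4nM final, EC80; 2 h, 37 deg C) is quantified with a one-step lysis HTRF kit, anti-cAMP cryptate versus cAMP-d2.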
AT treatment – candidate therapy for ataxia-telangiectasia; actives 0.19% (n = 320,000); Potency, µM (series often up to 57.5 µM), for the others: top-dose activation, actives largely listed as activators; AID 485349; […] A-T fibroblasts, KAP-1 phosphorylation AlphaLISA; neocarzinostatin DNA damage 30 min before lysis; also: potency is read from the fitted curve at half-maximal effect; % of control where 0% means no effect; nearly all actives have a fitted effect of over 45% in size
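hTERT-immortalized A-T patient fibroblasts ([…]), 500 cells/well in OPTI-MEM, 1% FBS, got compounds for 60 min, then NCS for 30 min at 37C. Lysates were then assayed for phospho-KAP-1 by AlphaLISA (anti-pKAP1 donor, anti-KAP1 acceptor beads), 6 hr at 25C.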
TRPV1 agonist – agonists of human vanilloid receptor 1 (TRPV1); Q8NER1; TRPV1-expressing cells, Fluo-8 calcium influx, agonist mode; activation, % at 8.33 µM; actives 0.19% (n = 320,000); AID 540275; in the data active = activation above about 80%; inconclusive = between about 30% and that limit; also: 0% is about no effect
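Fluo-8 calcium influx in TRPV1-expressing cells, kinetic read (ex 480/em 520 nm). Compound added and read 3 min for agonist activity, followed by capsaicin at EC20 final and 2 min further read for enhancement.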
TCR activator – T cell receptor activation; 330,000 tested, under 10 active; Potency, µM (titrated, usually from 9.22 µM), for the others: at the highest dose activation of IL-2 secretion, most hits filed as activators; primary human leukocytes, anti-CD3, IL-2 HTRF, 48 h; also: % of control where 0% means no effect
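TCR engagement came from a-CD3 beads alone, with compounds added to primary human leukocytes for 48 hr. Secreted IL-2 bridged europium cryptate- and d2-labelled anti-IL-2 antibodies, giving FRET emission at 665nm after 320nm excitation.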
Mito fusion yeast – inhibitors of mitochondrial division or activators of mitochondrial fusion; S. cerevisiae fusion-defective mutant growth rescue, CellTiterGlo 48 h; Potency, µM (top dose mostly 46.1 µM), for the others: top-dose growth rescue (activation), most hits filed as activators; actives 0.23% (n = 320,000); AID 485298;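 also: potency is read from the fitted curve at half-maximal effect; % of control where 0% means no effect; nearly all actives have a fitted effect of over 45% in size; temperature-sensitive fusion mutants such as fzo1-1 at 37 °C on non-fermentable ethanol glycerol medium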
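Yeast fusion mutant, YPEG (non-fermentable carbon), compound, 48 h at 37C non-permissive; CellTiterGlo added, 10 min RT, luminescence read. Rescued growth = division inhibition.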
Active calls of the source: *; ? = inconclusive; / = not tested or not shown; [ ] = remark or other dose. Unless noted, calls follow the shape of the dose curve; as a rule, active = well fitted curve in the direction sought with a large enough effect; inconclusive = small, poorly fitted or top-dose-only effect, or another doubt; inactive = no such curve, though single readings can be large; an effect the other way counts as inactive or inconclusive.

The first 2 entries, ahead of the listing:
Each structure is followed by: Eya2 inh	USP2a inh	KCNH2 3.1 inh	KCNH2 WT inh	ELG1 DNA repair	TSHR antag	AT treatment	TRPV1 agonist	TCR activator	Mito fusion yeast
- CC(c1nccs1)N(C)c1nc2nonc2nc1N(C)C (stereo not drawn)
    2.6%	3.3%	3.2	-2.2	2.6%	-3.4	-2.9%	-0.7	-3.0%	-7.3%
- O=c1c2cc(N3CCOCC3)ccc2[nH]c(=S)n1Cc1ccccn1
    14.9%	2.4%	25.5	-7.8	-2.2%	1.4	2.7%	7.5	-1.9%	0.9%

The listing, repeating the preview:
Each structure is followed by: Eya2 inh	USP2a inh	KCNH2 3.1 inh	KCNH2 WT inh	ELG1 DNA repair	TSHR antag	AT treatment	TRPV1 agonist	TCR activator	Mito fusion yeast
- CC(c1nccs1)N(C)c1nc2nonc2nc1N(C)C (stereo not drawn)
    2.6%	3.3%	3.2	-2.2	2.6%	-3.4	-2.9%	-0.7	-3.0%	-7.3%
- O=c1c2cc(N3CCOCC3)ccc2[nH]c(=S)n1Cc1ccccn1
    14.9%	2.4%	25.5	-7.8	-2.2%	1.4	2.7%	7.5	-1.9%	0.9%
- O=C(NCCCN1CCOCC1)C(Sc1ccccc1)c1ccccc1 (stereo not drawn)
    18.5%	-0.6%	6.0	12.3	14.4%	3.5	-7.6%	0.1	6.7%	-6.8%
- Cc1cc(C)c(S(=O)(=O)N2CCN(C(=O)C(C)Cn3cncn3)CC2)c(C)c1 (stereo not drawn)
    -1.1%	0.9%	-8.0	-5.8	-12.8%	1.5	1.7%	1.0	-4.8%	-3.8%
- CCN(CC)S(=O)(=O)c1ccc2c(c1)c(=O)c(C(=O)NCCc1ccc(OC)c(OC)c1)cn2C
    5.4%	-2.0%	8.2	-0.9	-28.0%	-13.5	1.8%	4.3	4.9%	0.3%
- CC(=O)c1cccc(S(=O)(=O)N2CCC(C(=O)Nc3cccc(C(=O)NC4CC4)c3)CC2)c1
    -1.6%	-1.2%	-4.2	-9.7	26.1%	-8.9	3.5%	1.0	45.2%	3.4%
- CCC(CC)NC(=O)Cc1ccc(F)cc1
    -24.7%	1.3%	3.3	-8.8	-3.9%	9.7	-0.5%	0.0	-3.9%	-17.3%
- CCCc1nc(SCC(=O)NCc2ccco2)c2c(=O)n(C)c(=O)n(C)c2n1
    19.8%	1.0%	10.9	-6.2	-5.7%	-12.1	-5.8%	1.6	2.6%	-0.6%
- COc1ccc(NC(=O)NNC(=O)C(O)(c2ccccc2)c2ccccc2)cc1
    -4.5%	3.0%	-1.7	13.9	-5.0%	-3.4	2.6%	-0.8	-0.2%	-8.9%
- Cc1ccc(-c2noc(CCC(=O)NC3CCCc4ccccc43)n2)cc1 (stereo not drawn)
    -27.6%	-2.4%	-3.7	0.2	?	-5.7	-5.0%	5.8	-0.1%	22.2%
- COc1cccc(NS(=O)(=O)NC(=O)c2c[nH]c3ccccc23)c1
    -27.7%	-10.2%	21.3	-5.3	?	34.0	-0.4%	-2.9	-0.4%	-9.0%
- COc1ccc(/C=N/NC(=O)CCN2CCN(c3ccccc3)CC2)c(OC)c1OC
    -10.2%	-2.0%	-6.0	3.0	?	-8.3	-3.5%	1.4	0.2%[46.1 µM]	-4.9%
- CCCOC(=O)c1ccc(NC(=O)/C=C/c2cccs2)cc1
    6.7%	1.7%	-10.9	-5.1	?	-15.1	-9.3%	?	-1.1%	?
- Cc1ccc2nc(NC(=O)C3CCCN(S(=O)(=O)c4cccc5nonc45)C3)sc2c1 (stereo not drawn)
    19.0%	-1.3%	/	/	7.3µM*	0.9	-8.5%	-0.9	/	4.5%
- CCCC(=O)Nc1ccc(-c2csc(NNC(C)=O)n2)cc1
    11.9%	1.2%	-17.4	-9.7	7.4%	30.1	0.0%	-4.0	-2.8%	2.1%
- CCN(CC(=O)Nc1ccccc1C(F)(F)F)C(=O)/C=C/c1ccc(Cl)c([N+](=O)[O-])c1
    2.0%	-5.2%	4.4	20.7	19.6%	10.4	8.7%	4.6	-3.0%	-0.6%
- COc1ccccc1CC(=O)Nc1cccc2ccccc12
    9.1%	2.7%	-5.4	-4.6	-1.0%	0.7	13.0%	-0.1	/	7.9%
- Cc1ccc(C(=O)Oc2ccccc2N2C(=O)C3CCC(C)CC3C2=O)cc1 (stereo not drawn)
    -20.7%	-0.5%	-0.8	2.7	1.2%	-26.1	5.7%	12.8	4.9%	8.7%
- COc1cc(OC)c(-c2cc(C(=O)O)ccc2OC)c(OC)c1
    -2.2%	1.4%	-7.5	-0.3	-4.0%	5.9	-0.8%	-0.6	-5.7%[46.1 µM]	-4.6%
- O=C(c1ccc(Cl)c(Cl)c1)c1cc(-c2ccccn2)c(N2CCOCC2)s1
    -1.8%	2.8%	-27.7	-2.7	-22.0%	-9.9	12.8%	/	-1.0%	-0.9%
- CC(C)NC(=O)c1ccccc1NC(=O)Cc1ccc(Cl)cc1
    -6.5%	5.6%	-14.9	-3.8	-5.5%	-5.8	5.1%	2.0	/	-2.1%
- Cc1c(Cl)cccc1NC(=O)CC1Oc2ccccc2NC1=O (stereo not drawn)
    -5.4%	5.8%	9.5	-1.4	?	-2.5	-10.3%	-0.7	0.9%	5.3%
- COc1ccc2[nH]c(=O)c(CN(C(=O)c3cccnc3)c3ccccc3C)cc2c1
    6.2%	-0.8%	16.5	0.0	?	0.2	9.5%	-2.9	1.3%	2.6%
- CC[C@H](C)[C@@H](C(=O)NCCCCCCCCCCC(=O)N1CCNCC1)n1cc(CCCCCN)nn1
    -17.3%	3.1%	15.3	-7.4	19.4%	4.3	0.7%	-2.3	1.0%	-4.0%
- CCOC(=O)c1c(C)oc2ccc(NS(=O)(=O)c3ccc(C(=O)O)cc3)cc12
    20.9%	2.7%	-6.2	4.9	12.0%	6.0	-0.7%	0.9	3.2%	2.5%
- O=C(Nc1ccccc1N1CCOCC1)c1ccco1
    -17.3%	3.4%	3.8	2.4	8.7%	-6.2	-4.3%	0.5	-0.9%	0.9%
- Cc1ccc(OC(=O)CCN2C(=O)c3ccccc3C2=O)cc1C
    -27.6%	-1.9%	-8.7	1.2	-12.8%	3.9	-0.6%	14.2	4.0%	4.0%
- COc1cc(/C=N/NC(=O)CCC(=O)NCc2ccccc2)cc(OC)c1OC
    1.2%	2.5%	15.6	10.3	-11.4%	-5.3	-6.7%	0.2	2.9%[46.1 µM]	-0.6%
- COc1ccc(NC(=O)C2(c3ccc(NC(=O)c4ccc(OC)c(OC)c4)cc3)CCCC2)cc1
    9.0%	1.4%	1.6	-4.5	?	4.5	8.6%	0.6	/	1.0%
- Cc1occc1C(=O)N1CCN(S(=O)(=O)c2ccccc2)CC1
    0.7%	1.9%	0.4	-4.4	13.2%	11.7	9.8%	-6.7	-2.5%	-0.5%
- Cn1c(=O)[nH]c(=O)c2c1nc(CN1CCN(c3ccc(F)cc3)CC1)n2CCCc1ccccc1
    4.9%	-0.8%	-49.5	16.3	?	-15.1	-3.2%	0.6	/	-1.3%
- CCOC(=O)CSC1=C(C#N)C(=O)NC2(CCCCC2)S1
    -6.7%	1.2%	13.6	-5.5	-7.7%	5.0	/	-1.9	-0.2%	-2.0%
- COc1cc2c(cc1NC(=O)C(C)NCc1ccccc1)oc1ccccc12 (stereo not drawn)
    -15.3%	-2.0%	-2.1	-2.1	-26.6%	-37.6	6.8%	-2.2	1.8%[46.1 µM]	?
- Cc1cc(C(=O)COC(=O)c2ccc(O)cc2O)c(C)n1-c1ccccc1
    -15.3%	-10.1%	2.5	0.8	?	?	-4.4%	?	-2.0%	9.8%
- CCOC(=O)Nc1ccc(S(=O)(=O)Nc2cc(C)nc(C)n2)cc1
    4.3%	?	-13.8	-0.9	-2.2%	-4.0	/	4.0	-0.6%	-1.2%
- CC(C)(CNC(=O)c1ccc(S(=O)(=O)Nc2ccccc2F)cc1)N1CCOCC1
    ?	-0.9%	-26.8	4.0	-0.7%	-2.2	6.6%	-1.4	4.8%	-3.6%
- O=C(c1cc(COc2ccc(F)cc2Cl)on1)N1CCc2ccccc2C1
    -8.9%	0.1%	-4.1	5.2	1.8%	-1.3	-1.3%	?	-1.1%	0.0%
- Cn1c(O)c(N=Nc2ccccc2[N+](=O)[O-])c2ccccc21
    7.9%	0.2%	-31.1	-0.8	?	-19.2	4.5%	-0.8	4.6%	6.0%
- COc1ccc(-c2cc(C)no2)cc1S(=O)(=O)N(C)c1ccc(C)c(C)c1
    3.5%	0.1%	-16.6	-0.8	?	-3.7	4.1%	?	3.6%	-8.6%
- Cc1nnc(NC(=O)CN2CC(C)OC(C)C2)s1 (stereo not drawn)
    -16.5%	-0.1%	15.0	-1.5	-3.6%	14.2	20.3%	1.3	-5.8%	-0.5%
- Cc1ccccc1Nc1nc(-c2ccccc2)c(C(=O)Nc2cccnc2)s1
    -8.4%	0.6%	-14.5	1.7	23.1µM*	-20.1	0.5%	29.1	7.7%[46.1 µM]	?

Not all compounds are listed, so the mix of outcomes need not match the whole.
